# Glioma ERSR ind – induces the endoplasmic reticulum stress response in human glioma cells. Potency, µM, without a hit: at the top dose activation, most hits filed as activators. 420,000 compounds, 0.02% hits. U87-MG GRP78 promoter luciferase reporter, 16 h; note: potency is the fitted concentration of half-maximal effect; series mostly up to about 76 µM; % of control where 0% means no effect; nearly all actives have a fitted effect of over 35% in size
#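 ERSR induction read as luciferase luminescence (Bright-Glo, 10 min at room temperature) in stably transfected human U87-MG glioma cells exposed to compounds for 16 h, using GRP78 as sensor.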
# USP1 inh – inhibitors of human USP1/UAF1 deubiquitinase | O94782 | recombinant USP1/UAF1, Ub-Rhodamine cleavage fluorescence | Potency, µM (titrated, usually from 57.1 µM), for the others: top-dose activity change, negative = inhibition, actives largely listed as inhibitors | 390,000 compounds, 0.23% hits | AID 743255; note: potency is the fitted concentration of half-maximal effect; % is set by controls: 0 for no effect and ±100 for the full control effect; nearly all actives have a fitted effect of over 60% in size; inactives centre near -12
#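 Step one: compound is pinned into 1nM USP1/UAF1 in HEPES pH 7.8 buffer with TCEP. Step two: 15 min room-temperature incubation. Step three: Ub-Rho (150nM final) starts cleavage, tracked by fluorescence over six one-minute reads.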
# PI4K2A inh – inhibitors of human PI4K2A. Q9BTU6. purified PI4K2A, ADP-Glo luminescence, 1 h; active compounds read low. activity change, negative = inhibition, % at 76.9 µM. 420,000 compounds, 0.13% hits; in the data active = activity change below about -50%; inconclusive = mostly about -30% to -49%;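 note: -100% = wells without enzyme as full effect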
#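 In this quantitative HTS, ADP production by PI4K2A was quantified luminescently after 1 h at ambient temperature; 100 microM adenosine served as plate-quality control.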
# Vif-APOBEC3G blk – blocks the Vif interaction with human APOBEC3G | Q9HC16 | HeLa A3G-eYFP + Vif (tagged APOBEC3G with the HIV-1 protein that degrades it), YFP fluorescence, overnight | Potency, µM (titrated, usually from 46.1 µM), for the others: at the highest dose activity, negative = active, hits mostly inhibitors | 410,000 compounds, 0.076% hits;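 note: potency is the fitted concentration of half-maximal effect; % is set by controls: 0 for no effect and ±100 for the full control effect; nearly all actives have a fitted effect of over 60% in size; hits raise eYFP signal because A3G escapes Vif-driven loss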
#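 HeLa cells stably expressing Vif and C-terminally eYFP-tagged A3G, seeded overnight at 37 deg C, then exposed to compound by pintool overnight at 37 deg C. Rise in yellow fluorescence (Ex 488/Em 500-530, Acumen) marks blocked Vif-driven A3G degradation.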
# RXFP1 agonist – RXFP1 (human) receptor agonism; HEK293T-RXFP1 cAMP TR-FRET, 30 min; response scale: percent of porcine relaxin response, buffer zero; AID 2676; Q9HBX9; Potency, µM (highest dose often 57.5 µM), for inactives: top-dose activation, hits mostly activators; 370,000 compounds, 0.3% hits; note: potency is the fitted concentration of half-maximal effect; % is set by controls: 0 for no effect and ±100 for the full control effect; nearly all actives have a fitted effect of over 60% in size; many of its hits are not listed in these tables
# Target sequence (Q9HBX9 whole entry, looked up): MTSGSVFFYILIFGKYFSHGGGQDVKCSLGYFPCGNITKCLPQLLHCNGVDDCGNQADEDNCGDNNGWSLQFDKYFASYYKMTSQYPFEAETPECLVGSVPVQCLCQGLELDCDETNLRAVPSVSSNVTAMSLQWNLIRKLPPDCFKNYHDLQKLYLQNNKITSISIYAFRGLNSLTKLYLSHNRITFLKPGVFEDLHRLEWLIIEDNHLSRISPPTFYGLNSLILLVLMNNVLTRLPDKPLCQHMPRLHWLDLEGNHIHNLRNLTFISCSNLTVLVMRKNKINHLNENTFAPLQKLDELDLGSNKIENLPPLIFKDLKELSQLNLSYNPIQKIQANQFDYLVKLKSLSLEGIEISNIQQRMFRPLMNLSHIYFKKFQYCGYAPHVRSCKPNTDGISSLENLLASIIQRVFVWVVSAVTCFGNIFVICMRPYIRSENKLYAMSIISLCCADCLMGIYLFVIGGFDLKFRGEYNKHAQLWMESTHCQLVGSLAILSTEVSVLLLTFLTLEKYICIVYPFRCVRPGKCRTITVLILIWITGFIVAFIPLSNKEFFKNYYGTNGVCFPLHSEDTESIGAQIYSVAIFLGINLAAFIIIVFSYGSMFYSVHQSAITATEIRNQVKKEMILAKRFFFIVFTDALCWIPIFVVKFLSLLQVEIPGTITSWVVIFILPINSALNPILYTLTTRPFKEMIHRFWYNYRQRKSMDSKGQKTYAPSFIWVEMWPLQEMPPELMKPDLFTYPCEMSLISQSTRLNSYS
#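 HEK293 cells stably expressing RXFP1, treated 30 min at 37C with compounds plus PDE4 inhibitor Ro 20174; cAMP measured by HTRF TR-FRET. Normalized to buffer and 29 nM porcine relaxin; EC50 by Hill fit.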
# TrxR1 substrate – is turned over as a substrate by rat TrxR1; AID 588456; O89049; Potency, µM (top dose mostly 114 µM), without a hit: at the highest dose activity change, negative = substrate turnover; 390,000 compounds, 0.01% hits; purified TrxR1 substrate turnover, NADPH consumption readout; note: potency is the fitted concentration of half-maximal effect; % is set by controls: 0 for no effect and ±100 for the full control effect; nearly all actives have a fitted effect of over 50% in size
#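 Rat TrxR1, dispensed at 90 nM, was prereduced with 400 uM NADPH (final) for 5 min at ~22 deg C, then incubated with compound 15 min before 400 uM selenite. A first-read NADPH fluorescence drop versus no-compound background flagged substrates.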
# Vif-APOBEC3F blk – blocks the Vif interaction with APOBEC3F; HeLa A3F-eYFP + Vif (tagged APOBEC3F with the HIV-1 protein that degrades it), YFP fluorescence increase; 390,000 compounds, 0.2% hits; Potency, µM (titrated, usually from 46.1 µM), without a hit: at the top dose activity, negative = active; note: potency is the fitted concentration of half-maximal effect; % of control where 0% means no effect; nearly all actives have a fitted effect of over 65% in size
#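 HeLa cells stably expressing Vif plus C-terminally eYFP-tagged A3F were seeded, incubated overnight at 37 deg C, dosed with compound, incubated overnight again at 37 deg C. Yellow fluorescence (Ex 488/Em 500-530) reported blocked Vif-mediated A3F-eYFP degradation.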
# LDHA inh – blocks human lactate dehydrogenase A; purified LDHA, NADH/diaphorase-resazurin fluorescence; active compounds read low; 480,000 compounds, 0.15% hits; activity change, % (values are at about 110 or 230 µM); AID 1347041; P00338; in the data active = activity change below about -30%; inconclusive = mostly about -25% to -30%;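 note: plate controls were DMSO wells for no effect and wells without enzyme for full effect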
#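 Remaining NADH was detected by diaphorase (0.133 mg/mL) converting 37 µM resazurin to fluorescent resorufin, read at 0 and 20 minutes. The preceding 5-minute room-temperature reaction used 2 nM LDHA, 0.2 mM sodium pyruvate and 0.06 mM NADH at pH 7.4.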
# mIDH1 inhibitor – human IDH1 R132H inhibition; IDH1-R132H enzyme, NADPH consumption, diaphorase/resazurin fluorescence; Potency, µM (top dose mostly 76.6 µM), without a hit: at the top dose activity change, negative = inhibition, most hits filed as inhibitors; 390,000 compounds, 0.093% hits; O75874; note: potency is the fitted concentration of half-maximal effect; % is set by controls: 0 for no effect and ±100 for the full control effect; nearly all actives have a fitted effect of over 65% in size
#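 IDH1-R132H (0.5 ug/mL) preincubated 30 min with compound, then NADPH (0.016 mM) and alpha-KG (2 mM) added; 80 min at RT, pH 7.5. Remaining NADPH coupled via diaphorase/resazurin to fluorescence (540/590 nm); concentration-response curves normalized to no-enzyme control.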
# The depositor's hits bear a star; ? = inconclusive; · = not tested or not shown; & = joins results of further samples; [ ] = another dose, or the depositor's remark. Unless noted, calls come from the whole dose curve; as a rule, active = well fitted curve in the direction sought with a large enough effect; inconclusive = small, poorly fitted or top-dose-only effect, or another doubt; inactive = no such curve, though single readings can be large; an effect the other way counts as inactive or inconclusive.
SMILES,Glioma ERSR ind,USP1 inh,PI4K2A inh,Vif-APOBEC3G blk,RXFP1 agonist,TrxR1 substrate,Vif-APOBEC3F blk,LDHA inh,mIDH1 inhibitor
CCOC(=O)COn1c(=O)c(-c2ccc(Br)cc2)[n+]([O-])c2ccccc21,0%,-12%,4,0%,-0.6%,-19%[57.1 µM],1.8µM*,7,2%
CC(=O)c1ccc(S(=O)(=O)N2CCN(S(=O)(=O)c3ccccc3C(F)(F)F)CC2)cc1,1%,-12%,2,2%,5.3%,-1%,0%,-8,2%
COc1cc(/C=N/NC(=O)CC#N)cc(Br)c1O,0%,-11%,-1,-2%,0.9%,17%,1%,-2,5%
Clc1cccc(Cl)c1Cn1cc(Br)cn1,0%,0%,4,-2%,-0.1%,-11%,-9%,-6,6%
COc1ccc(/C=c2\sc3nc(-c4ccccc4)c(-c4ccccc4)n3c2=O)cc1OC,-3%,-6%,-3,-3%,0.1%,-5%,-5%,4,1%
CCCc1nnc(NS(=O)(=O)c2ccccc2)s1,-1%,-14%,4,-5%,-0.1%,-3%[57.1 µM],4%,-2,6%
COc1cc2ncnc(NCc3ccc(F)cc3)c2cc1OC,-8%,-7%,4,3%,1.6%,8%[57.1 µM],-22%,-4,4%
COC(=O)Cn1c2ccc(C)cc2c2nc3ccccc3nc21,-2%,-1%,0,1%,-0.6%,-1%,0%,-4,-1%
Cc1cc(C)nc(NC(=O)Nc2ccc3c(c2)OCO3)c1,2%,-16%,2,2%,-0.5%,-3%,-5%,3,12%
COc1cc(/C=N/NC(=O)c2cccnc2)cc(Br)c1O,-3%,-5%,5,1%,-2.6%,-19%,2%,0,0%
Cc1ccc(C(=O)O/N=C(\N)c2nonc2N)cc1,2%,-20%,?,-1%,0.9%,7%[57.1 µM],-17%,-3,6%
CCOc1cc(C(=O)NC(CC(=O)O)c2ccc(OC3CCCC3)cc2)cc(OCC)c1OCC (configuration not stated),-1%,-15%,-1,-1%,0.1%,4%,-9%,-5,-2%
CCOC(=O)CSc1nnc(-c2ccc(S(=O)(=O)NCc3cccs3)cc2)o1,?,-13%,9,-4%,·,2%,0%,-3,7%
O=C(O)c1ccc2c(c1)S(=O)(=O)N=C1CCCCCN12,-5%,-13%,6,0%,-0.5%,5%[57.1 µM],3%,-8,5%
CC1CN(S(=O)(=O)c2cccc(C(=O)N(CCc3ccccc3)Cc3ccccc3)c2)CC(C)O1 (configuration not stated),-4%,-23%,-3,0%,0.8%,-7%,7%,1,0%
COc1ccc(CCNC(=O)COC(=O)c2cc(=O)[nH]c3ccccc23)cc1,-2%,-15%,2,3%,·,-5%,-15%,-5,4%
CCCCc1cc(=O)oc2cc(O)ccc12,-2%,-11%,2,-7%,8.1%,433%[activator][57.1 µM],2%,-3,4%
O=C(CSc1oc(-c2ccccc2)nc1S(=O)(=O)c1ccc(Cl)cc1)c1ccccc1,-2%,-12%,-1,0%,2.3%,7%[2.29 µM],-3%,3,7%
CCCCn1nnc(NC(=O)CC23CC4CC(CC(C4)C2)C3)n1,0%,-3%,5,0%,0.0%,-8%,6%,-3,1%
COc1ccc(NC(=O)c2ccc3snnc3c2)cc1OC,0%,-24%,-1,-3%,-0.3%,-3%,-3%,-1,7%
CCOc1ccc(-c2c(C(=O)N/N=C/c3ccc(O)cc3)nnn2-c2nonc2N)cc1,-8%,-9%,-2,0%,-1.5%,-4%,-4%,-9,-3%
CN(C)CC(C)(C)CNC(=O)C1CCN(CCCc2ccccc2)CC1,-3%,-12%,4,-7%,0.2%,2%,-7%,-6,4%
COc1ccccc1C(=O)Nc1c(-c2ccccc2)nc2ccccn12,5%,-19%,-3,-2%,-3.5%,2%,3%,-8,0%
CCOC(=O)C(NC(=O)CC)(Nc1ccc(S(=O)(=O)Nc2cc(C)on2)cc1)C(F)(F)F (configuration not stated),-1%,-21%,-2,-1%,1.3%,-8%,·,-3,-3%
CSc1nc(N2CCOCC2)c2sccc2n1,0%,0%,-11,-4%,3.5%,-11%,2%,-2,-9%
CCn1c(=O)cc(N2CCC3(CC2)OCCO3)[nH]c1=O,-6%,2%,-7,-7%,1.0%,2%[57.1 µM],1%,-15,-4%
O=C(Cn1c(=O)ccn(Cc2ccccc2)c1=O)Nc1cccc(S(=O)(=O)N2CCOCC2)c1,-1%,-15%,7,-1%,0.2%,0%,-3%,-5,8%
CSC1(SC2=NCCN2)SC2(NCCN2)S1,-8%,-1%,33,?,·,-9%,10%,-10,1%
O=C(CN1CCN(S(=O)(=O)N2CCCCCC2)CC1)Nc1ccc(Br)cc1,-7%,-20%,0,0%,6.7%,6%,3%,-2,6%
Cc1nc2ccc(C(=O)Nc3ccccc3Cl)cc2s1,-2%,-23%,1,2%,5.1%,-1%,3%,-4,12%
Cc1cccc(NC(=O)c2ccc(Cl)c(S(=O)(=O)N3CCc4ccccc43)c2)n1,-1%,-13%,-6,1%,-2.6%,4%,-3%,0,-6%
Cc1cc2c(cc1C)N(C(=O)CCl)CC(=O)N2,-13%,-23%,4,?,·,·,6%,-4,-10%
CC1(C)CC(NC(=O)CCc2nnc(CCCCc3ccccc3)o2)CCO1 (configuration not stated),-7%,-9%,1,3%,-1.1%,8%,-13%,-11,7%
Cc1ccc(NC(=O)CC2SC(=O)NC2=O)cc1 (configuration not stated),-4%,-7%,-1,1%,2.3%,6%[57.1 µM],-10%,-5,5%
C=CCn1c(SCC)nc2sc3c(c2c1=O)CCc1ccccc1-3,3%,-11%,3,5%,1.4%,-8%,1%,-4,3%
Cc1cc2oc(=O)cc(CN3CCOCC3)c2c(C)c1Cl,0%,-13%,-4,1%,0.0%,5%,2%,0&0,5%
CNS(=O)(=O)c1ccc2nc(NC(=O)c3ccc(N4C(=O)CCC4=O)cc3)sc2c1,-5%,-10%,-4,2%,-0.8%,-11%,9%,2,1%
CCc1ccccc1NC(=O)Cn1cc(C(=O)c2ccc(Cl)cc2)c(=O)c2ccc(C)nc21,-5%,-15%,-3,0%,6.9%,-3%,-3%,-6,2%
COc1ccc(NC(=O)CSc2nnc(CNC(=O)c3ccco3)o2)c(OC)c1,-5%,-13%,9,2%,-3.0%,-1%,-16%,-8,-4%
CN(C(=O)c1cccc(NC(=O)Cc2cccc(NC(=O)C3CCCN(C(=O)C4CCCCC4)C3)c2)c1)C1CC1 (configuration not stated),1%,-12%,-2,-7%,·,-2%,-6%,-1,-5%[38.3 µM]
COc1ccc(OCc2cc(C(=O)N3CCOCC3)no2)c(Cl)c1,-1%,-17%,4,-7%,-4.2%,2%,2%,0,0%
CN1CCN(C(=O)/C(=C\c2cccnc2)NC(=O)c2cccc(Br)c2)CC1,-7%,-13%,9,-2%,0.5%,-7%,2%,-9,-1%
CCOC(=O)CSc1nnc(CNC(=O)c2ccc(S(=O)(=O)N3CCCC3)cc2)n1C,1%,-17%,-8,1%,-0.2%,1%,-4%,-4,-2%
CCOC(=O)C1CCCN(C(=O)Cn2ncc3c(C)n(Cc4ccc(Cl)cc4)c(C)c3c2=O)C1 (configuration not stated),0%,-9%,-2,0%,-2.0%,0%,8%,-2,5%
COc1cccc(CC2(CO)CCCN(Cc3ccc(CN4CCCCC4)s3)C2)c1 (configuration not stated),0%,-11%,-8,3%,-1.5%,5%,0%,-3,-4%
O=C(COC(=O)C1CC(=O)N(Cc2ccco2)C1)c1ccc(OC(=O)c2ccccc2)cc1 (configuration not stated),4%,3%,-6,-5%,-2.1%,8%[57.1 µM],-1%,-7,-2%
Nc1nc(N)c2c(Oc3ccc(F)cc3)cccc2n1,-1%,·,·,1%,·,32%[activator],·,1,·
CC1CCN(S(=O)(=O)c2ccc(NC(=O)C3CCN(C(=O)c4ccco4)CC3)cc2)CC1,-1%,-13%,1,1%,2.3%,2%[57.1 µM],-3%,3,4%
Cc1ccccc1Cn1c(C)c(C(=O)NCc2cccc(Cl)c2)sc1=O,-1%,·,-2,-1%,·,·,·,-2,·
COc1ccc2[nH]c3c(NCCCN4CCCC4=O)ncnc3c2c1,4%,-11%,-1,3%,5.8%,174%[activator],-3%,5,2%
COc1cccc(-c2nc(C(N)=O)c3c(n2)n(-c2ccc4c(c2)OCO4)c(=O)n3C)c1OC,-2%,-14%,-10,1%,-1.2%,-3%[57.1 µM],6%,-5,-2%
O=C(c1ccccc1)c1ccc(OCCOCCN2CCN(Cc3ccccc3)CC2)cc1,-8%,-25%,1,5%,-0.8%,1%[57.1 µM],2%,?,13%
CC(=NCCN1CCNCC1)C1=C(O)CC(C)(C)CC1=O,-3%,-3%,-6,0%,1.0%,-2%,-3%,5,4%
Cc1cc(C)c(C#N)c(SCC(=O)NN2CC(=O)N(c3ccccc3F)CC2=O)n1,-5%,6%,2,2%,-1.3%,-5%,-3%,-6,2%
COc1cc(CNCCc2ccccc2)ccc1OCc1ccc(Cl)nc1,-1%,10%,3,0%,0.0%,5%,-2%,-2,3%

# Compound activity as filed in PubChem.

# Not all compounds are listed; count on the stated rates, not on these rows.
